Source: PubChem (National Center for Advancing Translational Sciences (NCATS))
TDP1 cell CPT: growth inhibition of DT40 Tdp1-/-;hTDP1 cells with camptothecin (screen for TDP1 inhibitors) | chicken DT40 Tdp1-/-;hTDP1 cells + 20 nM CPT, ATP luminescence, 48 h | Potency, µM (titrated, usually from 46.2 µM), for inactives: top-dose activity change, negative = growth inhibition, actives largely listed as inhibitors | 12% of 420,000 active; further: nearly all actives have a fitted effect of over 55% in size
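Chicken DT40 Tdp1-/- cells stably complemented with human TDP1 were seeded at 400 cells/well in medium containing 20 nM camptothecin, exposed to pin-transferred compounds, and grown at 37 °C for at least 48 hr. Viability was read as ATP luminescence.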
TDP1 cell noCPT: qHTS for Inhibitors of human tyrosyl-DNA phosphodiesterase 1 (TDP1): qHTS in cells in absence of CPT | DT40 Tdp1-/- hTDP1 cells, no CPT, ATP luminescence, 48 h | Potency, µM (series often up to 46.2 µM), for inactives: at the top dose activity change, negative = growth inhibition, most hits filed as inhibitors | 15% of 420,000 active | AID 686978, 2013; further: nearly all actives have a fitted effect of over 55% in size
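Growth of hTDP1-complemented DT40 Tdp1-knockout cells is measured by ATP luminescence after at least 48 hr compound exposure at 37 °C, with DMSO substituting for the 20 nM CPT used in the parallel screen.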
GCN5L2 inh: blocks human GCN5L2 histone acetyltransferase | GCN5L2 HAT assay, ThioGlo1 CoA-SH fluorescence | Potency, µM (top dose mostly 58.9 µM), without a hit: at the highest dose activity change, negative = inhibition, hits mostly inhibitors | 0.21% of 390,000 active
Target sequence (Q92830 whole entry, looked up): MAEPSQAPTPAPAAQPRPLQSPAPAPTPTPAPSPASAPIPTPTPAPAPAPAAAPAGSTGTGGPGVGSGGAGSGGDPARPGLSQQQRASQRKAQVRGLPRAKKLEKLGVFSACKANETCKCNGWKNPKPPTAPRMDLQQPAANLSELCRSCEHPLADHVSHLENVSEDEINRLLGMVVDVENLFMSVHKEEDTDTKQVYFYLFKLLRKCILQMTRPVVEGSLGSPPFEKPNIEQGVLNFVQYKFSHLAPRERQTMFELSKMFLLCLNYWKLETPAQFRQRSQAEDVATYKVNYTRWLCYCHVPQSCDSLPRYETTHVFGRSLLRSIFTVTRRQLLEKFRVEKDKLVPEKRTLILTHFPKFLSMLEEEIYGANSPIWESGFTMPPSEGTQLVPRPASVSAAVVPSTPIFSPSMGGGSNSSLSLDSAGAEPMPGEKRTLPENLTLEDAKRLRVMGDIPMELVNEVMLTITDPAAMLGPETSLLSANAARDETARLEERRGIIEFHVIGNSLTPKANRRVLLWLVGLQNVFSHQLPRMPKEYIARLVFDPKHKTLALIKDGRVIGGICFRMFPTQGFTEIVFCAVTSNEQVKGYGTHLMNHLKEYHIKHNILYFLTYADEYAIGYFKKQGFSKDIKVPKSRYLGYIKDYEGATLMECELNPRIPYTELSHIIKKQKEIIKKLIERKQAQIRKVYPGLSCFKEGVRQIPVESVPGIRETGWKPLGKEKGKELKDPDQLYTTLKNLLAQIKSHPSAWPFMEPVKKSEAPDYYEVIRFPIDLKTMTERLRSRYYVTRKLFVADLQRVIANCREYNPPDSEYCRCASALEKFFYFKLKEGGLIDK
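Fluorescence readout, Ex340nm/Em540nm: ThioGlo1 (50uM final) reacts with free CoA thiol released as 20nM GCN5L2 acetylates H3(1-25) peptide (75uM) using acetyl-CoA (70uM). Compound and enzyme sat 15 min beforehand; 20 min room-temperature reaction.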
Active calls of the source: *; ? = inconclusive; . = no result given; [ ] = remark or other dose. The call rests on the fitted dose curve; in most records, active means well fitted curve in the direction sought with a large enough effect; inconclusive means small, poorly fitted or top-dose-only effect, or another doubt; inactive means no such curve, though single readings can be large; an effect the other way counts as inactive or inconclusive. On the % scale 0 is the no-effect control and ±100 the full control effect; potency means the concentration at half of the fitted maximal effect.

Structure	TDP1 cell CPT	TDP1 cell noCPT	GCN5L2 inh
COc1ccc(N/C=C(/C(C)=O)c2ccccc2)cc1	-7%	-15%	-6%
CC(=O)N1CCN(c2ncnc3ccccc23)CC1	0%	-26%	-18%
Cc1ccc(-n2nnnc2SCC(=O)Nc2cccnc2Cl)cc1	-12%	?	-12%
COc1ccccc1CNC(=O)C(=O)NCCC1CCCCN1S(=O)(=O)c1ccccc1 (stereo unspecified)	?	?	-5%
O=C(/C=C/c1cccc([N+](=O)[O-])c1)NC(=S)Nc1ccc(CN2CCOCC2)cc1	16µM*	18µM*	-6%
Cc1ccc(CNC(=O)C(OC(=O)c2ccco2)C(C)C)cc1 (stereo unspecified)	-3%	-3%	-5%
Cc1c(C(=O)NCCN2CCOCC2)oc2ccc(S(=O)(=O)N3CCCCCC3)cc12	-13%	-17%	-2%
COc1ccc(C(=O)Nc2cnn(Cc3c(F)cccc3Cl)c2)cc1OC	?	-25%	-24%
Cc1ccc(S(=O)(=O)NC(=O)COc2cc(C)ccc2C(C)C)cc1	?	-1%	-1%
CCCCNC(=O)CN(c1cccc(F)c1)S(C)(=O)=O	-6%	1%	-1%
O=C(c1ccc(CS(=O)c2ccccc2Cl)o1)N1CCN(c2ccccn2)CC1 (stereo unspecified)	3.7µM*	2.1µM*	?
O=C(NCc1ccc2c(c1)OCO2)C1(S(=O)(=O)c2ccccc2)CC1	-9%	-11%	2%
CSCCC(NS(=O)(=O)Cc1ccccc1)C(=O)NNc1ccccc1 (stereo unspecified)	3%	-12%	.
Fc1ccccc1-c1cc2ncccc2cn1	?	?	0%
CCc1ccccc1NC(=O)C1c2ccccc2Oc2ccccc21	?	?	0%
O=C(O)CN1CCN(C(c2ccccc2)c2ccccc2)CC1	0%	-4%	-5%
O=C(COc1ccc(Cl)cc1)NNC(=O)C(=O)NC1CCCCC1	-1%	-3%	0%
O=C(COc1ccc(Cl)cc1)Nc1nnc2n1CCS2	-14%	-9%	2%
CCC(C)(C)C1CCC2(CC1)NC(=O)N(CC(=O)NC(C)CCc1ccccc1)C2=O (stereo unspecified)	?	12µM*	0%
CN(Cc1ccccc1)C(=O)c1c[nH]c2ccc(S(=O)(=O)Nc3ccccc3F)cc2c1=O	-3%	?	-7%
CCOc1ccc(S(=O)(=O)N2CCC(C(=O)NCc3cccnc3)CC2)cc1	-16%	-11%	-2%
OC[C@H]1O[C@@H](c2nc3ccc(-c4nc(-c5ccc(Br)cc5)no4)cc3[nH]2)C[C@@H]1O	16µM*	16µM*	.
CCOC(=O)NC1(C(F)(F)F)NC(=O)N(c2cccc(C(F)(F)F)c2)C1=O (stereo unspecified)	-5%	-2%	32%[activator]
Oc1cccc(-c2nc3ccccc3s2)c1	-29%	?	-3%
N#CCCN(C1CCCCC1)S(=O)(=O)c1cccc2nsnc12	?	?	0%

Brought forward from above: 2 compounds; new compounds follow.
Structure	TDP1 cell CPT	TDP1 cell noCPT	GCN5L2 inh
Oc1cccc(-c2nc3ccccc3s2)c1	-29%	?	-3%
N#CCCN(C1CCCCC1)S(=O)(=O)c1cccc2nsnc12	?	?	0%
CC(=O)OC1CCC2(O)CC1(C)CCC1C2CC1(C)C (stereo unspecified)	0%	-13%	2%
CC#CCN1c2ccccc2[C@]23C[C@@H](C(=O)OC)N(C(=O)C4CCC4)C2=NC(C(=O)OC)=C(C(=O)OC)[C@H]13	-8%	-12%	4%
COCc1nnc(NC(=O)c2cccs2)s1	1%	-17%	-4%
O=C(Oc1ccc(-c2ccccc2)cc1)c1ccco1	-22%	-16%	.
COc1cccc(-c2nnc3n(CCc4ccccc4)c(=O)c4ccccc4n23)c1O	?	?	-3%
COc1cccc(C2=N/C(=C\N(C)C)C(=O)O2)c1	?	23µM*	-9%
CC(NC(=O)c1nn(C)c(=O)c2ccccc12)c1ccc(F)cc1 (stereo unspecified)	-22%	-23%	-23%
COc1ccc2cnn(-c3ccc(OC(F)(F)Cl)cc3)c(=O)c2c1OC	13%	2%	-12%
CCN(N=O)c1ccc(/C=C2\C=Cc3ccccc32)cc1	4%	-26%	.
CC1(C)CC(=O)C2=C(C1)Nc1ncnn1C2c1cccs1 (stereo unspecified)	3%	7%	-2%
CC(=O)N1CCc2ccc(N)cc21	6%	-7%	.
NS(=O)(=O)c1ccc(Nc2c([N+](=O)[O-])cncc2[N+](=O)[O-])cc1	?	?	-14%
COc1ccc(NC(=O)Cn2nnc(-c3nc(-c4ccncc4)no3)c2N)cc1OC	4%	-5%	-6%
C/C(=C\C(=O)c1ccc(Br)cc1)Nc1cccc(Cl)c1	-2%	-25%	.
O=C(CCN1C(=O)/C(=C/c2ccc3c(c2)OCO3)SC1=S)NNC(=O)c1cccnc1	?	?	-7%
Cc1ccc(S(=O)(=O)n2nc(-c3ccccc3)nc2NCc2ccccc2Cl)cc1	?	?	4%
CC(C(=O)N1CCN(c2ccccc2)CC1)c1ccc([N+](=O)[O-])cc1 (stereo unspecified)	-25%	-30%	-8%
Cc1cscc(C)c1=S	6%	3%	.
N#C/C(=C\c1ccc(/C=C(/C#N)c2nn(CCO)c(N)c2C#N)cc1)c1nn(CCO)c(N)c1C#N	17%	-10%	-6%
COc1cc(C(=O)OCC(=O)N2CC(C)OC(C)C2)cc(OC)c1OC (stereo unspecified)	13%	-1%	-15%
O=C(NCCC1=CCCCC1)c1cc(COc2ccc(F)cc2Cl)on1	-22%	-1%	-26%
CC(C)(C)C1CCN2CCCC(c3ccccc3)(C1)C2=O (stereo unspecified)	-7%	?	.
C[C@@H]1CN([C@@H](C)CO)C(=O)c2cccc(NC(=O)C3CCCCC3)c2O[C@@H]1CN(C)C(=O)NC1CCCCC1	?	?	-5%
CC(=O)c1cccc(NC(=O)c2cccc3c(-c4cnn(C)c4)coc23)c1	13µM*	21µM*	.
CC(C)(C)NC(=O)C(c1ccncc1)N(C(=O)c1csnn1)C1CC1 (stereo unspecified)	4%	22%	-8%

The list goes on:
Structure	TDP1 cell CPT	TDP1 cell noCPT	GCN5L2 inh
CC1=NC(=O)C(N=Nc2ccccc2C(=O)O)N1c1ccccc1 (stereo unspecified)	7.3µM*	13µM*	-5%
CCC(=O)N(CCc1ccccc1C)Cc1cc2cc3c(cc2[nH]c1=O)OCO3	?	?	-5%
CN1C(=O)C2(c3ccccc31)N(c1cccc(F)c1)C(=O)CS2(=O)=O (stereo unspecified)	1%	-2%	-1%
COc1ccc(NC(=O)CN(C)C(=O)c2cc(S(=O)(=O)N(C)C)ccc2N2CCCC2)cc1	2%	7%	-1%
CCOc1ccc(C2CC(=O)Nc3cc4c(cc32)OCO4)cc1OC (stereo unspecified)	-23%	?	0%
Cc1cccc(C)c1NC(=O)Cn1nnc(C(=O)NCc2ccc(F)cc2)c1N	-11%	-1%	-4%
Cc1ccc(C(=O)N/C(=C/c2ccc(Cl)cc2)C(=O)Nc2cccc(C(=O)O)c2)cc1	6%	-1%	-5%
CCNC(=O)N(C)c1nncnc1C(=O)NC	21%	-6%	-1%
Cc1ccc(S(=O)(=O)C2CCOC2=O)cc1 (stereo unspecified)	-8%	-12%	-2%
Cc1cc(C(=O)OCC(=O)N(C)c2c(N)n(Cc3ccccc3)c(=O)[nH]c2=O)c(C)n1-c1ccccc1	?	-26%	1%
COCCn1c(SCC(=O)Nc2ccc(Cl)cn2)nnc1-c1ccncc1	-4%	6%	-6%
COc1cc2sc(-c3ccccc3OC)c(-c3ccc(O)cc3)c2cc1OC	?	?	-13%
Cc1ccc(C2CC(=O)N3CN(c4ccc(Br)cc4)CSC3=C2C#N)o1 (stereo unspecified)	-13%	-1%	?
CC1SCC(NC(=O)c2cccc(Cl)c2)CS1 (stereo unspecified)	15µM*	12µM*	0%
Cc1ccc(CNC(=O)c2nn(-c3ccc(Cl)cc3)nc2CO)cc1	4%	-27%	1%
Cc1csc(NC(=O)CSc2nc(=O)[nH]c3c2CCCC3)n1	3%	-13%	-9%
O=C(CN1CCC(n2nnc3cc(C(F)(F)F)ccc32)CC1)Nc1ccc2c(c1)OCCO2	?	?	-6%
Cc1ncc(S(=O)(=O)c2ccccc2)c(-c2ccc(Cl)cc2Cl)n1	-26%	?	7%
Cc1ccccc1NC(=O)C1CC(Cl)=CCC1C(=O)O (stereo unspecified)	?	13µM*	3%
Cc1ccc(C)c(N2CCN(C(=O)c3ccc(NC(=O)c4nsc5ccccc45)cc3)CC2)c1	21µM*	18µM*	2%
COc1ccc(NC(=O)CSc2ncccc2C(=O)OC(C)C)cc1OC	12µM*	12µM*	4%[0.501 µM]
O=C(Cc1cccs1)N/N=C/C(Br)=C/c1ccccc1	?	?	0%
COc1ccccc1N1CCN(C(=O)c2ccc(Cl)c(S(=O)(=O)NCc3ccco3)c2)CC1	5.6µM*	5µM*	-3%
CCCCCCCCNC(CO)(CO)CO	-26%	-24%	-2%
Cn1c(SCC(=O)Nc2ccc(Cl)cn2)nnc1C1CC1	-1%	24%	-2%

In the list so far, 3 contain a nitro group on carbon.
Structure	TDP1 cell CPT	TDP1 cell noCPT	GCN5L2 inh
O=C(/C=C/c1cccc([N+](=O)[O-])c1)NC(=S)Nc1ccc(CN2CCOCC2)cc1	16µM*	18µM*	-6%
NS(=O)(=O)c1ccc(Nc2c([N+](=O)[O-])cncc2[N+](=O)[O-])cc1	?	?	-14%
CC(C(=O)N1CCN(c2ccccc2)CC1)c1ccc([N+](=O)[O-])cc1 (stereo unspecified)	-25%	-30%	-8%

Look-ups from above.
`Cc1ccc(C2CC(=O)N3CN(c4ccc(Br)cc4)CSC3=C2C#N)o1` (stereo unspecified) – TDP1 cell noCPT: -1%
`Cc1ccc(C)c(N2CCN(C(=O)c3ccc(NC(=O)c4nsc5ccccc45)cc3)CC2)c1` – TDP1 cell noCPT: 18µM*
`COCCn1c(SCC(=O)Nc2ccc(Cl)cn2)nnc1-c1ccncc1` – TDP1 cell CPT: -4%
`CCCCCCCCNC(CO)(CO)CO` – TDP1 cell noCPT: -24%

Next part:
Results follow in this order: TDP1 cell CPT, TDP1 cell noCPT, GCN5L2 inh
- CN(C)CCNC(=O)c1ccc(Sc2ccc(Br)cc2)c([N+](=O)[O-])c1
  16µM*, 23µM*, 3%
- COc1ccc(-n2nnnc2CNC(=O)C2CC(=O)N(c3ccc(Cl)cc3)C2)cc1 (stereo unspecified)
  6%, -22%, 4%
- O=C(CSc1ncnc2sccc12)N1CCCCC1
  2%, -8%, 2%
- CC1(c2ccc3c(c2)OCCO3)NC(=O)N(CC(=O)Nc2ccccc2SCC#N)C1=O (stereo unspecified)
  12%, 13%, 0%
- O=C(NC1CC(=O)N(c2ccccc2)C1)c1cc2ccccc2o1 (stereo unspecified)
  -24%, ?, 8%
- COc1ccc(NC(=O)CS(=O)c2ccc(Br)cc2)cc1 (stereo unspecified)
  -7%, 16%, 0%
- Cc1ccc(C)c(NC(=O)n2ncc3cc(Cl)ccc32)c1
  -10%, -29%, -5%
- CC[C@]12c3[nH]c4ccccc4c3CCN1C(=O)C(CC(=O)NCc1cccc(C(F)(F)F)c1)C[C@@H]2C(=O)N1CCN(C(=O)c2ccco2)CC1 (stereo partly specified)
  18µM*, ?, -1%
- CCCCOc1ccc(-c2nnn(CC(=O)Nc3ncc(CC(=O)OCC)s3)n2)cc1
  ?, ?, -13%
- O=CNCCc1nc2ccccc2n1CCc1ccccc1
  -28%, -8%, 1%
- Cc1ccc(CN2C(=O)C(CC(C)C)Nc3ncnc(N4CCN(c5ccccc5)CC4)c32)cc1 (stereo unspecified)
  15µM*, 21µM*, -11%
- CCCCNC(=O)COC(=O)c1cc(S(=O)(=O)N2CCCCCC2)ccc1OC
  -7%, -13%, -8%
- COc1ccc(CN2C(=O)CCC2(C)c2nnnn2-c2ccc3c(c2)OCCO3)cc1 (stereo unspecified)
  -14%, -23%, .
- Cc1cc(C(=O)NNC(=O)c2cccc(Cl)c2)no1
  -2%, -3%, -13%
- Cc1nc(N)[nH]c(=O)c1CCCNc1ccc(CCC2(CCl)OCCO2)cc1
  ?, ?, .
- COc1ccc(S(=O)(=O)n2nc(-n3c(C)ccc3C)c3c(F)cccc32)cc1OC
  ?, ?, -2%
- Cc1ccc2c(C(=O)N3CCN(c4ccccc4)CC3)cc(-c3cccnc3)nc2c1C
  ?, 13µM*, 7%
- COc1ccc(/C=C/c2c(-c3ccc(OC)cc3)sc3ccc(N4CCOCC4)cc23)cc1
  -21%, -26%, -9%
- NC(=O)COc1ccc2oc(-c3ccccc3)cc(=O)c2c1
  -21%, -24%, -5%
- O=C(Oc1ccccc1F)c1nc(SCc2ccccc2F)ncc1Cl
  -7%, -8%, -6%
